Bim-Bfl-1: disrupts Bim binding to human Bfl-1 | hit rate 0.12% among 190,000 | Q16548 | AID 1008 | Bead-based flow cytometry, Bim-Bfl-1 binding inhibition | inhibition, % at 10 µM;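 also: 0% = wells without compound plus tracer and 100% = blocker peptide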
Bim-Bcl-2: human Bim-Bcl-2 interaction inhibition; inhibition, % at 10 µM; P10415; hit rate 0.06% among 190,000; Bead-based flow cytometry, Bim peptide-Bcl-2 binding; in the data active = inhibition above about 40%; inconclusive = no clear call, values can overlap the other calls;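 also: 0% = no compound wells with probe peptide and 100% = reference peptide inhibitor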
Target sequence (P10415 whole entry, looked up): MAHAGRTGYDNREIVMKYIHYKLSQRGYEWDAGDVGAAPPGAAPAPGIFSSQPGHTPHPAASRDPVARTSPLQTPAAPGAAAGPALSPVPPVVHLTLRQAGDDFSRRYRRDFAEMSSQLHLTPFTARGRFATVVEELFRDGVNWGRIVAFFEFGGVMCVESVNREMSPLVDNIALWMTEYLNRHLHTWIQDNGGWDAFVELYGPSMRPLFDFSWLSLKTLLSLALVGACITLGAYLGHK
RGS4-Gao reg: modulates binding of RGS4 to human Galphao | P09471 | Multiplexed bead flow cytometry; actives lie on both sides | binding response (% of control), % at 10 µM | hit rate 0.33% among 220,000; in the data active = binding response below about 49% or above about 150%; inactive = in between;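 also: fluorescent Galphao activated with aluminum fluoride binding bead-coupled RGS4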
Bim-Bcl-B: disrupts Bim peptide binding to human Bcl-B; Q9HD36; bead-based flow cytometry; inhibition, % at 10 µM; hit rate 0.073% among 190,000;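 also: 0% = tracer peptide without compound and 100% = reference inhibitor peptide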
Target sequence (Q9HD36 whole entry, looked up): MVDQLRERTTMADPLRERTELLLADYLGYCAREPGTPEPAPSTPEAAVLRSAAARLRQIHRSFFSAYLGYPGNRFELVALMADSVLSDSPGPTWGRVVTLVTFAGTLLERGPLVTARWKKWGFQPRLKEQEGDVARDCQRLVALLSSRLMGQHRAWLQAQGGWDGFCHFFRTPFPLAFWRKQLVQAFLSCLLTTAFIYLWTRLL
ABCB1 block: blocks JC-1 efflux by human ABCB1 transporter. hit rate 0.067% among 190,000. inhibition, % at 6.6 µM. P08183. CCRF-Adr cells, flow cytometry; in the data active = inhibition above about 40%;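 also: 0% = vehicle and 100% = reference inhibitor; higher value means more JC-1 retained so stronger ABCB1 efflux block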
GSH bead fluor: GSH bead compound fluorescence profile; GSH beads flow cytometry, compound fluorescence 488/530 nm; active compounds read high; fluorescence (KMESF) at 10 µM; hit rate 0.25% among 190,000; AID 1776; in the data active = fluorescence above about 89;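 also: glutathione beads carrying GST-tagged Bcl family fusion proteins plus one bare bead set; values are compound well signal with DMSO vehicle wells as background; inactives centre near 16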
ABCG2 block: human ABCG2 inhibition, ABCB1 as counter-screen; IgMXP3 cells, JC-1 efflux, flow cytometry; hit rate 0.1% among 190,000; inhibition, % at 6.6 µM; Q9UNQ0;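 active = inhibition above 80%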;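 also: 0% = DMSO and 100% = nicardipine control wells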
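test system = two drug-resistant human cell lines, ABCG2 and ABCB1 | amount = 3 million cells/mL final, two lines in 1:1 ratio | reagent = JC-1 transporter substrate | doses = one concentration, 6.6 µM final | incubation = 10 min at 25 °C | signal = flow cytometric JC-1 green MFI at 530 nm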
Bcl-XL Bim block: human Bim-Bcl-XL interaction inhibition; Q07817; Bim peptide-Bcl-XL binding, bead flow cytometry, fluorescence; inhibition, % at 10 µM; hit rate 0.04% among 190,000; AID 1007
Target sequence (Q07817 whole entry, looked up): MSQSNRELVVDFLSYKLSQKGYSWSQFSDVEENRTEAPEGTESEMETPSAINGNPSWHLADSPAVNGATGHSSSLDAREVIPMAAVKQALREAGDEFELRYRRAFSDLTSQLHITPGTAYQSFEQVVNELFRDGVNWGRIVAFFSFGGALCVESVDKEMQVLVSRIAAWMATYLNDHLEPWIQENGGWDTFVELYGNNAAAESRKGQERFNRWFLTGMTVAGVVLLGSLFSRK
RGS7-Gao: modulates binding of RGS7 to human Galphao; hit rate 0.35% among 220,000; Multiplexed bead flow cytometry; actives lie on both sides; P09471; binding response (% of control), % at 10 µM; in the data active = binding response below about 49% or above about 150%; inconclusive = no clear call, values can overlap the other calls; inactive = in between;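 also: fluorescent Galphao held in activated GDP-AlF4 state binding bead-coupled RGS7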
Bcl-W Bim block: inhibitors of Bim-Bcl-W interaction, human; bead-based flow cytometry, Bim peptide-Bcl-W binding; inhibition, % at 10 µM; hit rate 0.02% among 190,000;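 also: 0% = bound tracer without compound and 100% = peptide blocker; higher means less fluorescent Bim peptide bound to Bcl-W beads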
Target sequence (Q92843 whole entry, looked up): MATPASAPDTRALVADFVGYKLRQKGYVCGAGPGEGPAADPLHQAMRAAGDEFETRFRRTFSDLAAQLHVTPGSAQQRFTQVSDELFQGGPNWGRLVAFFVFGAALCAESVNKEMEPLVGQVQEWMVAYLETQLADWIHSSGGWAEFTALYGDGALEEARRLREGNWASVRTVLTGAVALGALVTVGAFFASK
RGS8-Gao reg: modulates binding of RGS8 to human Galphao; P09471; multiplexed bead flow cytometry; actives lie on both sides; response (percent of control binding), % at 10 µM; hit rate 0.34% among 220,000; AID 1423; in the data active = response below about 60% or above about 140%; inactive = in between;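 also: Galphao activated as the GDP aluminium fluoride complex binding bead-coupled RGS8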
* = called active by the depositor; u = inconclusive; [ ] = another dose, or the depositor's remark. Rule as the data show it, unless noted: active = inhibition above about 40%.

SMILES	Bim-Bfl-1	Bim-Bcl-2	RGS4-Gao reg	Bim-Bcl-B	ABCB1 block	GSH bead fluor	ABCG2 block	Bcl-XL Bim block	RGS7-Gao	Bcl-W Bim block	RGS8-Gao reg
CCCc1nc2ccccc2c(=O)n1CC(=O)c1ccccc1	-5	2	94	-2	1.9	19	5	0	89	2	97
Cc1nc(N2CCC(C)CC2)c2c(C)c(C(=O)Nc3ccc(C)c(F)c3)sc2n1	-3	-8	96	-4	-0.7	18	-1	-6	99	-2	99
CCCCN(CC)C(=O)Cc1ccc(Br)cc1	-3	-7	97	-11	0.3	15	7	-4	98	-2	100
C=CCN1C(=O)NC(c2ccccc2)(C(F)(F)F)S/C1=C(\C#N)c1nnc(N2CCOCC2)n1-c1ccccc1 (stereo not drawn)	0	-4	96	-5	1.0	27	1	-5	96	-3	99
O=C(CCn1cnnn1)Nc1ccc(Cl)c(Cl)c1	-3	-3	102	-5	0.2	12	2	-3	104	-1	102
Cc1ccc(S(=O)(=O)N2CCCCC2)cc1C(=O)c1nccn1C	1	2	102	0	0.5	19	1	4	102	1	99
COc1cc2c(cc1OC)CN(C(=O)CSc1nc(N)c(C#N)cc1C#N)CC2	-14	-17	101	-12	0.4	23	24	-10	102	-5	98
CCOC(=O)c1ccccc1Cc1nc2ccccc2c(=O)[nH]1	-6	-9	102	-8	0.4	10	11	-9	104	-3	100
Cc1ccc(S(=O)(=O)n2nc(-c3cccnc3)nc2N)cc1	2	0	105	-3	0.8	65	1	-3	104	-5	102
O=C(CCCNS(=O)(=O)c1cccc2nsnc12)NC1CCCCC1	-14	-8	103	-7	0.7	30	10	-10	97	-7	103
CCOC(=O)C(NC(C)=O)(Nc1ccc(F)cc1)C(F)(F)F (stereo not drawn)	-10	-9	138	-10	1.2	37	4	-5	205*[activator]	-4	99
Cc1ccc(OC(=O)c2sc(Cl)nc2C)cc1C	-15	-6	100	-7	-0.2	16	0	-5	99	-2	101
Fc1ccc(-c2nnc(-c3ccc(Cl)cc3)o2)cc1	-13	-7	107	-6	1.0	41	4	-9	105	0	101
CC(=O)Nc1ccccc1-c1nn[nH]n1	0	0	103	1	0.1	53	2	-1	100	0	104
O=C(Nc1cccc(F)c1)c1ccccc1	-2	0	100	-1	0.0	18	0	-1	97	-4	101
CCCOCC1CC2(CC(C)(c3csc(N)n3)OC2=O)C(=O)O1 (stereo not drawn)	-1	0	104	-5	-0.1	19	-1	-4	102	-4	105
Cc1ccc(NC(=O)c2ccc(NCCCN3CCC(C)CC3)c([N+](=O)[O-])c2)cc1F	-4	-2	105	-7	1.1	16	7	-2	105	-4	102
CC(C)(C#N)N([O-])C=C[N+](=O)C(C)(C)C#N	-4	0	100	0	-0.1	67	0	-3	101	-1	100
CCCCn1c(=O)c(Cc2ccccc2)c(O)c2ccccc21	-7	-3	101	-3	1.2	25	6	1	101	1	102
O=C(O)CN1CCCCC1	-3	-5	99	-1	0.5	13	2	-1	97	-2	99
COC(=O)C1=C(C(=O)c2ccccc2)C(c2cccs2)n2nnnc2N1 (stereo not drawn)	-5	-3	101	-1	0.0	57	0	-15	97	2	107
Cc1ccc(-c2n[nH]c(=S)n2/N=C/c2ccc(C)o2)cc1	-2	-4	97	-44	0.0	13	8	-7	98	-3	94
Cc1cccc(-c2nnc(-c3cccc(NC(=O)Cc4cccs4)c3)o2)c1	-1	-4	103	0	1.1	8	5	0	99	-2	103
Cc1ccc2nsnc2c1S(=O)(=O)NCCc1c(C)[nH]c2ccc(F)cc12	1	2	103	2	0.3	11	1	-5	105	0	102
CC(=O)n1cc(C2C(=O)CCCC2=O)c2ccccc21	0	0	100	-1	0.0	19	0	-1	102	0	100

Part of the list above in order of count of non-hydrogen atoms, highest first.
SMILES	Bim-Bfl-1	Bim-Bcl-2	RGS4-Gao reg	Bim-Bcl-B	ABCB1 block	GSH bead fluor	ABCG2 block	Bcl-XL Bim block	RGS7-Gao	Bcl-W Bim block	RGS8-Gao reg
Cc1ccc(S(=O)(=O)N2CCCCC2)cc1C(=O)c1nccn1C	1	2	102	0	0.5	19	1	4	102	1	99
O=C(CCn1cnnn1)Nc1ccc(Cl)c(Cl)c1	-3	-3	102	-5	0.2	12	2	-3	104	-1	102
O=C(Nc1cccc(F)c1)c1ccccc1	-2	0	100	-1	0.0	18	0	-1	97	-4	101

Next section.
SMILES	Bim-Bfl-1	Bim-Bcl-2	RGS4-Gao reg	Bim-Bcl-B	ABCB1 block	GSH bead fluor	ABCG2 block	Bcl-XL Bim block	RGS7-Gao	Bcl-W Bim block	RGS8-Gao reg
Cc1ccn2cc(CCNS(=O)(=O)c3ccc4c(c3)OCCO4)nc2c1	-10	-7	103	-10	0.7	27	1	-4	103	1	103
CCCCNC(=S)Nc1ccc(SC(F)F)cc1	-6	-6	101	-12	0.3	12	3	-3	101	-5	101
CCC(=O)Nc1c(C(=O)Nc2ccc3c(c2)OCCO3)oc2ccccc12	-2	-2	109	1	1.2	9	2	0	133	4	108
O=[N+]([O-])c1ccc(Cl)c(-c2ccc(/C=N/c3c(-c4ccco4)nc4ccccn34)o2)c1	7	4	95	3	1.0	46	4	5	94	7	99
CN1CCN(C(=S)NC(=O)c2ccc(-c3ccccc3)cc2)CC1	1	4	101	-20	1.4	13	8	-5	98	0	99
COc1ccc(CCNC(=O)Cn2nnc(-c3ccc(N4CCOCC4)cc3)n2)cc1OC	-8	0	100	-3	0.3	51	3	-1	98	-1	102
O=C(COc1ccc2ccccc2c1)NCC(=O)N/N=C/c1ccco1	-9	-6	100	-5	-0.2	46	13	-3	100	1	100
Cc1ccc(/C=N/NC(=O)c2ccc3nc[nH]c3c2)s1	3	0	99	1	-0.2	12	-3	-3	103	0	101
Cc1ccc(S(=O)(=O)Nc2cccc3ncccc23)s1	-11	-8	90	-2	0.3	25	1	-1	92	0	97
Cc1cc(Cl)ccc1OCC(=O)N/N=C1\CC2C=CCC12 (stereo not drawn)	-5	-4	99	-8	0.5	10	1	-9	102	-5	103
CCCCCCC1CC(CSC(=N)N)OC1=O (stereo not drawn)	-10	-11	104	-7	1.1	9	6	-1	102	1	104
CCn1nnc(-c2ccccc2NC(=O)c2cc(OC)c(OC)c(OC)c2)n1	1	1	88	2	4.5	43	17	7	94	2	90
CCCCNC(=O)c1nc2ncc(Br)cn2n1	-3	-2	98	-2	0.2	13	1	0	98	-1	99
O=C(NNS(=O)(=O)c1ccc(CCCl)cc1)C(O)(c1ccccc1)c1ccccc1	3	-2	105	-3	-0.2	12	0	-4	104	-1	108
C=C1c2ccccc2NC(=O)N1c1ccc(OC)cc1	-3	2	102	0	-0.1	12	0	1	106	4	103
N#Cc1ccsc1NC(=O)COc1ccc(-c2nnco2)cc1	2	7	100	-6	0.0	12	0	-5	99	-3	102
CCC(C)(C(=O)NC1CCCC1)N(CC1CCCO1)C(=O)c1ccc2c(c1)OCO2 (stereo not drawn)	-12	-3	102	-6	0.5	5	2	-2	98	5	100
O=C(NC1CCCc2ccccc21)C1CCN(c2nnc(-n3cccc3)s2)CC1 (stereo not drawn)	-8	-5	99	-11	0.8	14	11	-9	100	-9	99
CSc1ccccc1NC(=O)CN1CC(C)OC(C)C1 (stereo not drawn)	-5	-1	96	-4	2.2	12	2	-2	u	-1	99
O=S(=O)(c1ccc(N2CCCC2)nc1)N1CCCC1	-2	0	102	2	0.5	20	1	0	100	0	100
COCCNC(=O)CSc1nc2ccccc2c(=O)n1CCC(=O)NCCc1ccc(OC)c(OC)c1	-4	-2	104	1	0.3	16	2	-2	105	-1	107
CCCCCCSc1cc(C)nc2ncnn12	-7	-7	97	-5	-0.1	13	2	-3	100	-1	98
Cc1ccc(C(=O)N/C(=C/c2ccc(-c3cccc([N+](=O)[O-])c3)o2)C(=O)NC(C)C)cc1	-15	-4	95	-9	0.7	29	45	-5	98	0	101
Cc1ccccc1Cn1nnc2c1C(=O)c1ccccc1C2=O	-2	-1	106	-7	0.8	19	2	-5	102	-2	104
CC(C)Oc1ccc(C(=O)NC2(C(F)(F)F)NC(=O)N(CCCc3ccccc3)C2=O)cc1 (stereo not drawn)	-3	-9	100	-12	1.5	12	15	-9	99	-5	103
(further entries)
SMILES	Bim-Bfl-1	Bim-Bcl-2	RGS4-Gao reg	Bim-Bcl-B	ABCB1 block	GSH bead fluor	ABCG2 block	Bcl-XL Bim block	RGS7-Gao	Bcl-W Bim block	RGS8-Gao reg
Cc1ccc(N2C(=O)C(F)(F)C2c2ccccc2)cc1 (stereo not drawn)	-5	-3	101	-7	-0.5	12	2	1	100	-3	101
O=S(=O)(NCc1csc(-c2cccnc2)n1)c1ccc(Cl)s1	-9	-8	96	-2	0.1	27	0	-6	105	-1	99
Cc1ccccc1C(=O)NC1CCN(CC(=O)Nc2c(C)cccc2C)CC1	-3	-14	100	-5	0.1	20	-2	-7	101	-6	108
COCCCN1C(=O)C(=O)/C(=C(/O)c2ccc(OCC(C)C)cc2)C1c1cccnc1 (stereo not drawn)	6	8	101	-1	0.3	23	0	-2	101	0	99
COc1cc(NC(=S)NCc2cccnc2)cc(OC)c1OC	-6	1	96	-6	1.1	9	3	-3	98	-5	97
Cc1ccc2nc(SC(C)C(=O)N3CCCCC3)[nH]c2c1 (stereo not drawn)	-9	-6	98	-7	0.9	16	15	-4	u	-2	99

Entries listed so far shown as hits in RGS7-Gao.
SMILES	Bim-Bfl-1	Bim-Bcl-2	RGS4-Gao reg	Bim-Bcl-B	ABCB1 block	GSH bead fluor	Bcl-XL Bim block	RGS7-Gao	Bcl-W Bim block	RGS8-Gao reg
CCOC(=O)C(NC(C)=O)(Nc1ccc(F)cc1)C(F)(F)F (stereo not drawn)	-10	-9	138	-10	1.2	37	-5	205*[activator]	-4	99

Full records as entered above. Order of values: Bim-Bfl-1 | Bim-Bcl-2 | RGS4-Gao reg | Bim-Bcl-B | ABCB1 block | GSH bead fluor | ABCG2 block | Bcl-XL Bim block | RGS7-Gao | Bcl-W Bim block | RGS8-Gao reg
Shown for `COCCCN1C(=O)C(=O)/C(=C(/O)c2ccc(OCC(C)C)cc2)C1c1cccnc1` (stereo not drawn) : 6 | 8 | 101 | -1 | 0.3 | 23 | 0 | -2 | 101 | 0 | 99
Shown for `Cc1ccc2nc(SC(C)C(=O)N3CCCCC3)[nH]c2c1` (stereo not drawn) : -9 | -6 | 98 | -7 | 0.9 | 16 | 15 | -4 | u | -2 | 99

Arranged by the number under RGS8-Gao reg (smallest number first): 4 from the list above
canonical_smiles,Bim-Bfl-1,Bim-Bcl-2,RGS4-Gao reg,Bim-Bcl-B,ABCB1 block,GSH bead fluor,Bcl-XL Bim block,RGS7-Gao,Bcl-W Bim block,RGS8-Gao reg
CSc1ccccc1NC(=O)CN1CC(C)OC(C)C1 (stereo not drawn),-5,-1,96,-4,2.2,12,-2,u,-1,99
CCCCCCC1CC(CSC(=N)N)OC1=O (stereo not drawn),-10,-11,104,-7,1.1,9,-1,102,1,104
COC(=O)C1=C(C(=O)c2ccccc2)C(c2cccs2)n2nnnc2N1 (stereo not drawn),-5,-3,101,-1,0.0,57,-15,97,2,107
Cc1ccccc1C(=O)NC1CCN(CC(=O)Nc2c(C)cccc2C)CC1,-3,-14,100,-5,0.1,20,-7,101,-6,108
